LMPTP block – blocks human LMPTP phosphatase; actives 0.22% (n = 360,000); inhibition, % at 20 µM; recombinant LMPTP-A, OMFP fluorogenic substrate, fluorescence intensity;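 active = compounds that cut the enzyme signal by at least half of the control window in the single-dose screen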;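 note: plate controls were DMSO wells with enzyme plus substrate for no effect and substrate without enzyme for full effect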
Target sequence (P24666 whole entry, looked up): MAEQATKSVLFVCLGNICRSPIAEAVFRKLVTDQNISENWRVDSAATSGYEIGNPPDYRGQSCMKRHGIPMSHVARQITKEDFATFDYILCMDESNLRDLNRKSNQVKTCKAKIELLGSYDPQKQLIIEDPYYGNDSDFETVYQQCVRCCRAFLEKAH
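Test system: LMPTP-A phosphatase enzyme; input: 0.625 nM LMPTP-A final; reagent: OMFP substrate, 400 µM final; compound dosing: 20 µM single dose, 3% DMSO; incubation: 50 min dark incubation at room temperature; measured by: endpoint fluorescence intensity from OMFP dephosphorylation; measure: % inhibition relative to no-enzyme and uninhibited control wells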
STEP block – STEP (human) phosphatase inhibition; recombinant STEP, OMFP fluorogenic substrate, fluorescence; inhibition, % at 20 µM; actives 0.25% (n = 360,000); AID 588621;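 active = inhibition at 20 µM, scaled per plate between control wells, above about 37%, limit read from the data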;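 note: 0% = DMSO with enzyme and substrate and 100% = substrate only without enzyme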
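Assay system: isolated STEP enzyme. Buffer or medium: pH 6.0 Bis-Tris with DTT and Tween 20. Also added: fluorogenic phosphatase substrate OMFP at 25 µM final. Dosing: 20 µM, 1% DMSO. Timing: 20 min reaction, room temperature, in the dark. Measured by: fluorescence intensity, excitation 480 nm, emission 540 nm. Evaluation: normalized % inhibition.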
Neddylation inh – inhibitors of human cullin neddylation; TR-FRET cullin neddylation, biochemical; AID 651699; calls only at 25 µM; actives 0.58% (n = 360,000); P61081+Q13564; in the data active = inhibition above about 36%
DNMT1 inh – inhibitors of human DNMT1; P26358; DNMT1 molecular beacon, Hinp1I cleavage, fluorescence; inhibition (reported as % activation of signal), % at 10 µM; actives 0.83% (n = 360,000); AID 588458; in the data active = inhibition above about 50%
SUMO1-SIM PPI – modulators of human SUMO1-mediated protein-protein interactions; actives 0.33% (n = 360,000); SUMO1 binding to a labelled peptide, TR-FRET, 1 h; inhibition, % at 20 µM; in the data active = inhibition above about 37%
SKN-1 inh – C. elegans SKN-1 inhibition. C. elegans VP596 Pgst-4::GFP/RFP ratio, acrylamide-induced, 24 h. inhibition, % at 21.8 µM. actives 0.49% (n = 360,000). AID 624304;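 active = interference check ratio from 0.5 to 1.5 plus GFP to RFP signal ratio inhibition reaching or exceeding a fixed threshold, cut at about 30% in these data, passing the limit was not always enough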; note: some compounds called inactive have numbers as strong as hits
Scp1 inh – Scp-1 (human) phosphatase inhibition. AID 493091. inhibition, % at 20 µM. Recombinant Scp1, phosphopeptide, malachite green phosphate absorbance. Q9GZU7. actives 0.88% (n = 340,000);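 active = inhibition above about 50% at 20 µM, limit read from the data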;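 note: plate controls were DMSO wells with enzyme for no effect and wells lacking enzyme for full effect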
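Material – SCP-1 phosphatase catalytic domain, residues 76-261 · Buffer or medium – Acidic Tris acetate buffer with magnesium and detergent · Also added – Phospho 17-mer peptide substrate · Compound – single 20 µM dose, 1% DMSO · Times – 45 min room-temperature reaction, 5 min colour, 30 min stabiliser · Technique – Phosphate-binding colour reagent, absorbance read at 630 nm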
NadD block – blocks S. aureus nicotinate mononucleotide adenylyltransferase; inhibition, % at 20 µM; purified NadD enzyme, colorimetric absorbance read-out; AID 602399; actives 0.78% (n = 360,000); in the data active = inhibition above about 26%; note: some compounds past the cut are filed as inactive
Tb MetRS inh – Trypanosoma brucei MetRS inhibition | actives 0.4% (n = 360,000) | purified T. brucei MetRS, ATP depletion, Kinase-Glo luminescence | inhibition, % at 11.9 µM | AID 624268;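 active = inhibition above a per-plate cutoff of the control wells' mean inhibition plus 3 SD, cut at about 5.5% in these data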;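 note: 0% = DMSO wells median and 100% = median of wells with control inhibitor compound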
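Assay system: T. brucei methionyl-tRNA synthetase, purified | Medium: HEPES buffer with MgCl2, KCl, DTT, spermine, BSA, pyrophosphatase | Compound: 11.9 µM single point | Incubation: 15 min enzyme-compound preincubation, 2 h reaction, 10 min detection, 25 °C | Measured by: Kinase-Glo luciferase luminescence reporting remaining unconsumed ATP | Measure: % inhibition normalized to control-well medians | Replication: Singlicate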
CendR NRP1 mod – NRP-1/CendR interaction modulation | O14786 | FAM-RPARPAR peptide binding to NRP-1, fluorescence polarization | inhibition, % at 25 µM | actives 0.85% (n = 360,000);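 active = inhibition or corrected inhibition above about 18%, plus a signal ratio from 0.5 to 1.5, limit read from the data, passing the limit was not always enough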; note: strong numbers were not always called active
Target sequence (O14786 whole entry, looked up): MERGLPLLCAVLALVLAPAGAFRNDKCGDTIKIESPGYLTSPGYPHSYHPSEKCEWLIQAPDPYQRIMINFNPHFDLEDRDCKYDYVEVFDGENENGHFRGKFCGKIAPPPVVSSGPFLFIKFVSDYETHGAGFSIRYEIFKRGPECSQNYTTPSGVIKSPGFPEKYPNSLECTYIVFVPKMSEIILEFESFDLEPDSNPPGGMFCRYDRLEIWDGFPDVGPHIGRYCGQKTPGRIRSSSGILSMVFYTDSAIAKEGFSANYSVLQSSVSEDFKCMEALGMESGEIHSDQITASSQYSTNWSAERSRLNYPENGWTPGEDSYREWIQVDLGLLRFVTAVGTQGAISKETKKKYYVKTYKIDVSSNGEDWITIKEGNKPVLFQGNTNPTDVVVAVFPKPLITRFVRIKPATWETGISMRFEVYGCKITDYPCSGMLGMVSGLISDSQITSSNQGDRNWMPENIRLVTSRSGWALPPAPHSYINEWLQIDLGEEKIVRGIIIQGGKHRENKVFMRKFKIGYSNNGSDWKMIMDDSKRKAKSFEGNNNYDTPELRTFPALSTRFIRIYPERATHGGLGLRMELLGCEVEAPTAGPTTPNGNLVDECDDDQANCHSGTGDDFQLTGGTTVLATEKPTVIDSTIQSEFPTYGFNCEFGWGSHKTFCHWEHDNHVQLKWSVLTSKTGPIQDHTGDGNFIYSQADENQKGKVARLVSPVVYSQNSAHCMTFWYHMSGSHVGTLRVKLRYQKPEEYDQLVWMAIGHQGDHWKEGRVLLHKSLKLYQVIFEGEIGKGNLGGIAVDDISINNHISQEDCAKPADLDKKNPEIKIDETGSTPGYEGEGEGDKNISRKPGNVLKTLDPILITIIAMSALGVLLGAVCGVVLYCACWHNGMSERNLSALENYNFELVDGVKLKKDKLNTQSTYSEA
Numbers without * were called inactive.

O=C(NCc1ccccc1)c1cc(C2COCCN2C(=O)c2cccs2)on1 (centres undefined) was read as LMPTP block -2.4, STEP block 0, Neddylation inh inactive, DNMT1 inh -5, SUMO1-SIM PPI -3, SKN-1 inh 11, NadD block -2, Tb MetRS inh -0.3 and CendR NRP1 mod -12.
Screening C=CCC[C@@H](Cc1ccc(F)cc1)C(=O)OC[C@@H](NC(=O)[C@@H](CC=C)CC(=O)N[C@H](CO)Cc1ccccc1)C(C)(C)C returned LMPTP block -0.1, STEP block -1, Neddylation inh inactive, DNMT1 inh -11, SUMO1-SIM PPI 4, SKN-1 inh 6, Scp1 inh -2, NadD block -7, Tb MetRS inh -0.5 and CendR NRP1 mod 5.
For COc1cccc2[nH]c3c(=O)n(CCCN4CCOCC4)cnc3c12 the results were LMPTP block -0.6, STEP block 1, DNMT1 inh 2, SUMO1-SIM PPI 3, SKN-1 inh -5, Scp1 inh -2, NadD block -6, Tb MetRS inh -1.2 and CendR NRP1 mod -3.
For Cc1cccc(-c2nsc(SCC(=O)NCc3ccco3)n2)c1 the results were LMPTP block 0.4, STEP block -1, Neddylation inh inactive, DNMT1 inh -3, SUMO1-SIM PPI 3, SKN-1 inh -36, Scp1 inh -7, NadD block -10, Tb MetRS inh -1.1 and CendR NRP1 mod 5.
Cc1ccc(Cc2cc(C)n[nH]c2=O)cc1 was read as LMPTP block -2.6, STEP block 0, Neddylation inh inactive, DNMT1 inh 3, SUMO1-SIM PPI 8, SKN-1 inh 4, Scp1 inh -13, NadD block -4, Tb MetRS inh 0.1 and CendR NRP1 mod 2.
For Cn1nc(C(F)(F)F)c(/C=N/OC(=O)c2ccccc2)c1Cl the results were LMPTP block 0.8, STEP block -3, Neddylation inh inactive, DNMT1 inh 0, SUMO1-SIM PPI 2, SKN-1 inh 11, Scp1 inh -10, NadD block -3, Tb MetRS inh -0.7 and CendR NRP1 mod 2.
CCc1c(C)c2ccc(OCC(=O)NCC3CCC(C(=O)O)CC3)cc2oc1=O (centres undefined) was read as LMPTP block 0.1, STEP block 0, DNMT1 inh -2, SUMO1-SIM PPI 0, SKN-1 inh -7, Scp1 inh 1, NadD block -1, Tb MetRS inh 0.8 and CendR NRP1 mod -6.
`Cn1c(-c2ccccc2)c(Sc2ccccc2)c2cc(-c3ccc4[nH]ccc4c3)ccc21` gave LMPTP block 2.1, Neddylation inh inactive, SUMO1-SIM PPI -12, SKN-1 inh 8, NadD block 23, Tb MetRS inh 0.4 and CendR NRP1 mod -2.
C/C(=N/N=C1\SCC(=O)N1c1ccccc1)c1ccc(C)cc1 was read as LMPTP block -1.2, STEP block 2, Neddylation inh inactive, DNMT1 inh 10, SUMO1-SIM PPI 1, SKN-1 inh 12, Scp1 inh 3, NadD block 2, Tb MetRS inh 0.0 and CendR NRP1 mod 16.
COc1ccc(C(=O)NC2CC3CCCC(C2)N3Cc2ccccc2)cc1 (centres undefined) was read as LMPTP block 0.8, STEP block 1, Neddylation inh inactive, DNMT1 inh 2, SUMO1-SIM PPI 0, SKN-1 inh -3, Scp1 inh -5, NadD block -10, Tb MetRS inh 1.3 and CendR NRP1 mod -1.
Screening Cc1nn(Cc2ccccc2)c(N)c1-c1ccccc1 returned LMPTP block 0.1, STEP block -2, Neddylation inh inactive, DNMT1 inh -6, SUMO1-SIM PPI 1, SKN-1 inh 22, Scp1 inh -4, NadD block -1, Tb MetRS inh -1.1 and CendR NRP1 mod 8.
COc1ccc(CSc2nnc(N)s2)cc1F was read as LMPTP block -1.6, STEP block 0, Neddylation inh inactive, DNMT1 inh -1, SUMO1-SIM PPI 0, SKN-1 inh 3, Scp1 inh 3, NadD block 1, Tb MetRS inh -2.3 and CendR NRP1 mod -14.
`Cc1[nH]c2ccccc2c1C(=O)COC(=O)C1CCC1` gave LMPTP block 1.0, STEP block 0, Neddylation inh inactive, DNMT1 inh -1, SUMO1-SIM PPI 1, SKN-1 inh -8, Scp1 inh 0, NadD block -1, Tb MetRS inh 0.0 and CendR NRP1 mod 16.
Screening N#CC1=C(N)N(c2ccccc2)C(=O)C1 returned LMPTP block -1.1, STEP block -2, Neddylation inh inactive, DNMT1 inh -4, SUMO1-SIM PPI -2, SKN-1 inh 12, Scp1 inh -5, NadD block -3, Tb MetRS inh -1.0 and CendR NRP1 mod -5.
Screening O=C1CCC(C(=O)N2CCC(O)(c3ccccc3)CC2)CN1CCc1ccccc1 (centres undefined) returned LMPTP block 0.0, STEP block 1, Neddylation inh inactive, DNMT1 inh 1, SUMO1-SIM PPI 2, SKN-1 inh 0, Scp1 inh -15, NadD block 3, Tb MetRS inh 0.1 and CendR NRP1 mod -12.
`Cc1c(Br)c([N+](=O)[O-])nn1CC(=O)N1CCN(Cc2ccccc2)CC1` gave LMPTP block -0.3, STEP block 1, Neddylation inh inactive, DNMT1 inh 3, SUMO1-SIM PPI -2, SKN-1 inh 5, Scp1 inh 3, NadD block -5, Tb MetRS inh -2.3 and CendR NRP1 mod -7.
For COc1ccc(CCNC(=O)c2cc(S(=O)(=O)N3CCOCC3)ccc2F)cc1 the results were LMPTP block -0.7, STEP block -2, Neddylation inh inactive, DNMT1 inh 1, SUMO1-SIM PPI -2, SKN-1 inh 2, Scp1 inh -4, NadD block -6, Tb MetRS inh -0.4 and CendR NRP1 mod 2.
For CCN(c1ccccc1)S(=O)(=O)c1cc(NC(=O)C2CC2)ccc1Cl the results were LMPTP block 2.2, STEP block 0, Neddylation inh inactive, DNMT1 inh -2, SUMO1-SIM PPI 1, SKN-1 inh -6, Scp1 inh -11, NadD block -3, Tb MetRS inh 0.4 and CendR NRP1 mod 5.
Screening C=CCn1c(O)c(C2=c3ccccc3=NC2=O)sc1=Nc1ccc(O)cc1 returned LMPTP block 4.2, STEP block -1, Neddylation inh inactive, DNMT1 inh -7, SUMO1-SIM PPI -1, SKN-1 inh 8, Scp1 inh -16, NadD block 12, Tb MetRS inh -0.4 and CendR NRP1 mod 6.
Screening Cc1occc1-c1nnc(SCC(=O)Nc2ccc(F)cc2)n1Cc1ccccc1 returned LMPTP block 0.5, STEP block 0, Neddylation inh inactive, DNMT1 inh -5, SUMO1-SIM PPI 2, SKN-1 inh -41, Scp1 inh 3, NadD block 1, Tb MetRS inh -0.8 and CendR NRP1 mod -5.
O=c1[nH]cnc(O)c1C(c1ccc(F)cc1)c1c(O)nc[nH]c1=O was read as LMPTP block 0.8, STEP block 3, Neddylation inh inactive, DNMT1 inh -2, SUMO1-SIM PPI 10, SKN-1 inh -7, Scp1 inh 4, NadD block -6, Tb MetRS inh -2.3 and CendR NRP1 mod -8.
`Cn1nnc(NC(=O)C(c2ccccc2)c2ccccc2)n1` gave LMPTP block -0.2, STEP block -1, Neddylation inh inactive, DNMT1 inh 4, SUMO1-SIM PPI 1, SKN-1 inh 2, Scp1 inh 0, NadD block 0, Tb MetRS inh -1.4 and CendR NRP1 mod -10.
CC(C)(C)Nc1nc(OCC#N)nc(N2CCCCC2)n1 was read as LMPTP block -1.0, STEP block 1, Neddylation inh inactive, DNMT1 inh -2, SUMO1-SIM PPI -1, SKN-1 inh 14, Scp1 inh -1, NadD block 6, Tb MetRS inh -0.1 and CendR NRP1 mod 0.
Screening CC(C)CC(NC(=O)C1CCC(C)CC1)C(=O)NCc1cccnc1 (centres undefined) returned LMPTP block -1.1, STEP block -3, Neddylation inh inactive, DNMT1 inh -1, SUMO1-SIM PPI -1, SKN-1 inh -8, Scp1 inh 7, NadD block -5, Tb MetRS inh -0.5 and CendR NRP1 mod -1.
`CC(C)(C)NC(=O)NCc1ccco1` gave LMPTP block -1.2, STEP block 1, Neddylation inh inactive, DNMT1 inh -1, SUMO1-SIM PPI 3, SKN-1 inh -2, Scp1 inh -1, NadD block 5, Tb MetRS inh 0.2 and CendR NRP1 mod -1.
`COc1cccc(-c2nc(N3CCCCC3C)c3ccccc3n2)c1O` (centres undefined) gave LMPTP block 4.8, STEP block 2, Neddylation inh inactive, DNMT1 inh -4, SUMO1-SIM PPI 5, SKN-1 inh 4, Scp1 inh 3, NadD block -2, Tb MetRS inh -0.1 and CendR NRP1 mod 4.
COc1cc(/C=N/NC(=O)c2cc(-c3ccccc3)nc3ccccc23)ccc1O was read as LMPTP block 2.2, STEP block -1, Neddylation inh inactive, DNMT1 inh -2, SUMO1-SIM PPI 0, SKN-1 inh 21, Scp1 inh -5, NadD block 12, Tb MetRS inh -0.7 and CendR NRP1 mod 8.
Screening O=C(c1csc2ccccc12)N1CCN(c2ccccn2)CC1 returned LMPTP block 1.0, STEP block -3, Neddylation inh inactive, DNMT1 inh 0, SUMO1-SIM PPI -1, SKN-1 inh -6, Scp1 inh 0, NadD block -3, Tb MetRS inh -0.6 and CendR NRP1 mod 10.
COc1ccc(COC(=O)Oc2ccc(CNC(C)=O)cc2OC)c([N+](=O)[O-])c1 was read as LMPTP block 1.6, STEP block -1, Neddylation inh inactive, DNMT1 inh -1, SUMO1-SIM PPI -27, SKN-1 inh 4, Scp1 inh 5, NadD block -4, Tb MetRS inh -0.3 and CendR NRP1 mod 17.
COc1cc2nc(N(CCCN(C)C)C(=O)c3ccc(S(=O)(=O)N4CCc5ccccc5C4)cc3)sc2cc1OC was read as LMPTP block -3.1, STEP block 5, Neddylation inh inactive, DNMT1 inh 4, SUMO1-SIM PPI -15, SKN-1 inh -1, Scp1 inh -3, NadD block 2, Tb MetRS inh -0.5 and CendR NRP1 mod -27.
Screening CCCCNC(=O)c1cc2nc3c(c(C(F)(F)F)n2n1)CCc1ccccc1-3 returned LMPTP block 0.8, STEP block -2, Neddylation inh inactive, DNMT1 inh 5, SUMO1-SIM PPI 6, SKN-1 inh 2, Scp1 inh -5, NadD block 7, Tb MetRS inh -0.5 and CendR NRP1 mod 12.
`O=C(NCN1C(=O)C2C3C=CC(C3)C2C1=O)Nc1nccs1` (centres undefined) gave LMPTP block -0.2, STEP block -3, Neddylation inh inactive, DNMT1 inh 3, SUMO1-SIM PPI -3, SKN-1 inh -11, Scp1 inh 1, NadD block -1, Tb MetRS inh -1.6 and CendR NRP1 mod -5.

Among those listed so far, these have a cyano group:
Screening N#CC1=C(N)N(c2ccccc2)C(=O)C1 returned LMPTP block -1.1, STEP block -2, Neddylation inh inactive, DNMT1 inh -4, SUMO1-SIM PPI -2, SKN-1 inh 12, Scp1 inh -5, NadD block -3, Tb MetRS inh -1.0 and CendR NRP1 mod -5.
CC(C)(C)Nc1nc(OCC#N)nc(N2CCCCC2)n1 was read as LMPTP block -1.0, STEP block 1, Neddylation inh inactive, DNMT1 inh -2, SUMO1-SIM PPI -1, SKN-1 inh 14, Scp1 inh -1, NadD block 6, Tb MetRS inh -0.1 and CendR NRP1 mod 0.
